NadD block: inhibitors of S. aureus NadD, primary screen, biochemical, colorimetric, uHTS | AID 602399, 2012 | Nicotinate-nucleotide adenylyltransferase NadD (Staphylococcus aureus N315) | inhibition, % at 20 µM | 360,000 compounds, 0.78% hits | purified NadD enzyme, colorimetric absorbance read-out; in the data active = inhibition above about 26%; also: some compounds past the cut are filed as inactive
CendR NRP1 mod: modulators of CendR peptide binding to NRP-1, primary screen, biochemical, fluorescence polarization, uHTS | Neuropilin-1 (Homo sapiens), O14786 | FAM-RPARPAR peptide binding to NRP-1 | 360,000 compounds, 0.85% hits | inhibition, % at 25 µM | AID 602438, 2012;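 active = inhibition or corrected inhibition above about 18%, plus a signal ratio from 0.5 to 1.5, limit read from the data, passing the limit was not always enough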; also: strong numbers were not always called active
Target sequence (O14786 whole entry, looked up): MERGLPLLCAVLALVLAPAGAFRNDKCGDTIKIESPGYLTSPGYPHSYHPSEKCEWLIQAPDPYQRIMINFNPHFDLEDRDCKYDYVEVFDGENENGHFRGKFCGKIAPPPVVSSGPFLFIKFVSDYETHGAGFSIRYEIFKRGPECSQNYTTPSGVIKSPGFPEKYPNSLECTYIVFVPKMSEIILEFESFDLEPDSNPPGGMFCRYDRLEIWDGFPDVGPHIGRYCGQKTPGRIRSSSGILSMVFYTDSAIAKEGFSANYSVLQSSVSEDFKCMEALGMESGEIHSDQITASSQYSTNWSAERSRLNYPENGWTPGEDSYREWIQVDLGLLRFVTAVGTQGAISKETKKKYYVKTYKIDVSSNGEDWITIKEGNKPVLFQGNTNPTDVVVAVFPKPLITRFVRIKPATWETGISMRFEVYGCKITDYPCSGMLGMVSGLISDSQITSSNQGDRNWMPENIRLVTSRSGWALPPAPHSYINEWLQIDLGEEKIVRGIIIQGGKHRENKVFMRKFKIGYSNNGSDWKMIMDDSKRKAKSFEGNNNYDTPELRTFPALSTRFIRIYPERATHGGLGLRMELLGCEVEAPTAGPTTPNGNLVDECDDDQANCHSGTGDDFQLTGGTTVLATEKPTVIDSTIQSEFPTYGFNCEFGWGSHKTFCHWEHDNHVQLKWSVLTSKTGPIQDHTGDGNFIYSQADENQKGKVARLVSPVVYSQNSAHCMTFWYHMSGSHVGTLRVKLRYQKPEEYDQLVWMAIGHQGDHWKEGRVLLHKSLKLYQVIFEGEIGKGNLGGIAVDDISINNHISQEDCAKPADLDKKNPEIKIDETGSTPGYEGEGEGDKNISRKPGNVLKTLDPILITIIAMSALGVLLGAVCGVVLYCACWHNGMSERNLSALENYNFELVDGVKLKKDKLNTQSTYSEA
SUMO1-SIM PPI: modulators of SUMO1 protein-protein interactions, primary screen, biochemical, uHTS. Small ubiquitin-related modifier 1 (Homo sapiens), P63165. inhibition, % at 20 µM. 360,000 compounds, 0.33% hits. AID 602429, 2012. SUMO1 binding to a labelled peptide, TR-FRET, 1 h; in the data active = inhibition above about 37%
Target sequence (P63165 whole entry, looked up): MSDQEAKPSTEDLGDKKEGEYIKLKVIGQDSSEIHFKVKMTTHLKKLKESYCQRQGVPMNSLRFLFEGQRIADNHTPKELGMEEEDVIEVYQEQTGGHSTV
Scp-1 inhibitor: Scp-1 phosphatase inhibitors, primary screen, biochemical, colorimetric, uHTS; 340,000 compounds, 0.88% hits; Recombinant Scp1, phosphopeptide, malachite green phosphate absorbance; inhibition, % at 20 µM; Carboxy-terminal domain RNA polymerase II polypeptide A small phosphatase 1 (Homo …;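 active = inhibition above about 50% at 20 µM, limit read from the data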;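 also: plate controls were DMSO wells with enzyme for no effect and wells lacking enzyme for full effect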
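assay system = SCP-1 phosphatase catalytic domain, residues 76-261 | buffer or medium = 50 mM Tris acetate pH 5.5, 0.005% Tween-20, 10 mM MgCl2 | incubation = enzyme reaction 45 min at room temperature, colour 5 min, stabilisation 30 min | signal = Phosphate-binding colour reagent, absorbance read at 630 nm | measure = % inhibition at 20 µM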
DNMT1 block: human DNMT1 methyltransferase inhibitors, primary screen, biochemical, molecular beacon, fluorescence, HinP1I cleavage, uHTS; DNA (cytosine-5)-methyltransferase 1 (Homo sapiens), P26358; inhibition (reported as % activation of signal), % at 10 µM; 360,000 compounds, 0.83% hits; in the data active = inhibition above about 50%
STEP block: STEP phosphatase inhibitors, primary screen, biochemical, fluorescence intensity, uHTS; AID 588621, 2011; Tyrosine-protein phosphatase non-receptor type 5 (Homo sapiens), P54829; recombinant STEP, OMFP fluorogenic substrate; inhibition, % at 20 µM; 360,000 compounds, 0.25% hits;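 active = inhibition at 20 µM, scaled per plate between control wells, above about 37%, limit read from the data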;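 also: 0% = DMSO with enzyme and substrate and 100% = substrate only without enzyme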
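medium = Bis-Tris buffer pH 6.0, 2.5 mM DTT, 0.005% Tween 20 | test system = STEP (striatal-enriched tyrosine phosphatase) enzyme, cell-free | measure = normalized % inhibition | compound dosing = 20 µM, 1% DMSO | also added = 25 µM OMFP | schedule = reaction 20 min, ambient temperature | measured by = fluorescence read at 480 nm ex / 540 nm em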
SKN-1 inh: suppressors of acrylamide-induced Pgst-4::GFP reporter in worms, primary screen, SKN-1 inhibitor project, whole organism, uHTS, GFP/RFP fluorescence ratio, strain VP596. 360,000 compounds, 0.49% hits. inhibition, % at 21.8 µM. C. elegans VP596 Pgst-4::GFP/RFP ratio, 24 h. AID 624304, 2012;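 active = interference check ratio from 0.5 to 1.5 plus GFP to RFP signal ratio inhibition reaching or exceeding a fixed threshold, cut at about 30% in these data, passing the limit was not always enough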; also: some compounds called inactive have numbers as strong as hits
TbMetRS inhib: T. brucei MetRS inhibitors, primary screen, biochemical, luminescence. purified T. brucei MetRS, ATP depletion, Kinase-Glo luminescence. inhibition, % at 11.9 µM. 360,000 compounds, 0.4% hits;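 active = inhibition above a per-plate cutoff of the control wells' mean inhibition plus 3 SD, cut at about 5.5% in these data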;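 also: 0% = DMSO wells median and 100% = median of wells with control inhibitor compound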
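Dosing: 11.9 µM compound single dose, 0.9% DMSO; Assay system: purified T. brucei MetRS enzyme; Measured by: Kinase-Glo luciferase luminescence reporting remaining unconsumed ATP; Schedule: 15 min plus 2 h at 25 °C.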
Neddyl block: inhibitors of cullin neddylation, primary screen, biochemical, TR-FRET, uHTS, NAE and Ubc12. NEDD8-conjugating enzyme Ubc12 (Homo sapiens) + NEDD8-activating enzyme E1 regulatory …. calls only at 25 µM. 360,000 compounds, 0.58% hits; in the data active = inhibition above about 36%
LMPTP block: LMPTP phosphatase inhibitors, primary screen, biochemical, fluorescence intensity, uHTS; Low molecular weight phosphotyrosine protein phosphatase (Homo sapiens), P24666; recombinant LMPTP-A, OMFP fluorogenic substrate; inhibition, % at 20 µM; 360,000 compounds, 0.22% hits;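 active = compounds that cut the enzyme signal by at least half of the control window in the single-dose screen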;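 also: plate controls were DMSO wells with enzyme plus substrate for no effect and substrate without enzyme for full effect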
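test system = LMPTP-A | amount = 0.625 nM LMPTP-A final | reagent = fluorogenic phosphatase substrate OMFP at 400 µM final | incubation = 50 min at room temperature | benchmarks = no-enzyme low control, uninhibited high control | medium = Bis-Tris pH 6.0, DTT, detergent | signal = fluorescence intensity of OMFP turnover product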
The depositor's hits bear a star; i = inactive; nt = no result given.

SMILES	NadD block	CendR NRP1 mod	SUMO1-SIM PPI	Scp-1 inhibitor	DNMT1 block	STEP block	SKN-1 inh	TbMetRS inhib	Neddyl block	LMPTP block
CNC(=O)c1cccc(NC(=O)c2ccccc2OCc2ccccc2)c1	-10	-10	5	-5	6	1	14	-0.5	i	0.3
CCCN(CC1CC1)c1nc(N)c(C#N)c(CC#N)c1C#N	-7	2	3	-5	-7	-2	6	-0.1	i	1.2
CCOc1ccc(N(CC(=O)NCc2ccc3c(c2)OCO3)C(=O)c2csnn2)cc1	-4	6	0	-12	-1	3	14	0.4	i	0.7
O=C(Nc1nc2ccccc2s1)C1CC(=O)N(c2ccccc2)C1 (centres undefined)	-2	-7	0	-4	0	-4	-11	-2.1	i	-0.1
COc1ccc(OC)c(C(C(=O)NCc2ccco2)N(C(=O)Cn2nnc3ccccc32)C(C)C)c1 (centres undefined)	6	-12	-2	-3	0	0	6	-1.3	i	-0.3
S=C(NCCN1CCOCC1)Nc1ccccc1Cl	1	-3	0	-7	1	6	15	0.0	i	-4.5
C(=N\n1cnnc1)/c1cccs1	-3	2	-5	-9	3	-2	-5	-0.3	i	-0.7
COc1ccc(OC)c(-c2csc(N(C)C(=O)c3ccco3)n2)c1	-2	5	3	1	1	3	-5	-1.1	i	-0.6
COc1ccc(NC(=O)C2CCCN(C(=O)c3ccc(Cl)cc3)C2)cc1Cl (centres undefined)	2	13	-2	-3	-6	0	1	-0.1	i	1.2
O=C(OC1CCc2ccccc2C1=O)c1ccccc1O (centres undefined)	-4	-10	0	-25	-12	7	89	-0.4	i	0.8
COc1ccc(C(=O)OCC(=O)Nc2c(C)cccc2C)cc1	1	-9	4	-7	1	2	9	-0.6	i	-0.4
O=C(c1ccc2c(c1)CCN2S(=O)(=O)c1ccccc1)N1CCN(c2ccccc2F)CC1	-2	0	-2	-9	-2	-3	4	-1.0	i	2.8
COc1ccc(NC(=O)C2CCN(S(=O)(=O)c3cccnc3)CC2)cc1Cl	-1	-6	8	-7	5	-1	-1	-0.4	i	-0.5
COc1coc(C(O)C[N+](=O)[O-])cc1=O (centres undefined)	-2	-3	-4	-6	-4	0	2	-0.2	i	0.4
COCCCN1C(=O)C(=O)/C(=C(/O)c2ccc(S(=O)(=O)N3CCOCC3)cc2)C1c1ccc(C(C)C)cc1 (centres undefined)	16	7	-11	-3	3	3	-4	0.7	i	-0.8
CCC1(C)CC(=O)N(c2ccc(F)c(Cl)c2)C(=O)C1	-1	-5	11	-13	2	3	-4	0.3	i	2.6
CN(NC(=O)Nc1ccccc1)c1cnn(C)c(=O)c1Cl	-3	-12	2	12	-2	-2	-3	-1.1	i	0.0
CCOc1ccccc1OCC(=O)Nc1ccccc1C(=O)NC1CC1	-4	-6	-4	-5	1	2	1	-0.4	i	-1.2
O=c1[nH]nc(Cc2ccc(-c3ccccc3Cl)o2)c2ccccc12	0	10	9	-11	0	-3	7	-0.1	i	1.4
CC1CCN(C(=O)CCn2c(=O)oc3ccc(Cl)cc32)CC1	1	4	-4	nt	1	1	-9	-0.4	i	2.1
CC1CC(C)CN(C(=O)COC(=O)c2c[nH]c3ccccc23)C1 (centres undefined)	2	-3	3	-5	-1	-3	-9	0.0	i	0.5
C[C@@H](c1ccccc1)N1C[C@@H](COCc2ccccc2)Oc2cc(N3CC[C@@H](N(C)C)C3)ccc2S1(=O)=O	0	25*	-47	nt	nt	nt	9	-0.8	i	-2.7
CCOc1ccc(Nc2nc(N)c([N+](=O)[O-])c(N3CCOCC3)n2)cc1	0	-1	-9	-12	1	2	-6	-0.9	i	1.3
NS(=O)(=O)c1ccc(NC(=O)C(Sc2ccccc2)c2ccccc2)cc1 (centres undefined)	-2	2	2	-2	-8	-3	-3	-1.1	i	0.6
Cc1cc(C)n2nc(-c3sccc3-n3cccc3)cc2n1	-5	-13	0	-5	-1	2	5	-1.3	i	1.7
COc1ccc(-n2c(-c3ccc(Cl)cc3)c[n+]3c2CCc2ccccc2-3)cc1	12	4	5	3	0	-2	2	0.1	i	8.6
O=C(CN1Cc2ccccc2C1=O)Nc1ccc2c(c1)OCCO2	2	-2	-6	-5	0	-1	-22	-0.6	i	0.7
CC(=O)N[C@@H]1[C@@H](O)[C@@H]2OC(c3ccccc3)OC[C@H]2O[C@@H]1N=[N+]=[N-] (some centres undefined)	-3	-2	3	-5	4	-2	-26	-0.8	i	-3.5
Cc1cc(C)c2[nH]c(=O)c(C(c3nnnn3Cc3ccc4c(c3)OCO4)N3CCCC3)cc2c1 (centres undefined)	9	-5	-8	-13	-6	-2	24	-1.5	i	-1.5
Clc1ccc(Cn2ccc(C3CC3)n2)cc1	-1	-4	1	-12	0	-5	22	0.6	i	-0.6
COc1ccc(OC)c(NC(=O)C2CC(=O)N(c3ccc(Br)cc3)C2)c1 (centres undefined)	-10	26*	1	-18	3	-2	-30	-1.2	i	-1.8
O=C(NC1CC2CCC(C1)N2Cc1ccccc1)c1ccccc1Cl (centres undefined)	-3	4	3	1	3	5	12	-0.5	i	0.8
Cc1ccc(C(=O)NCC(=O)O)o1	-2	1	1	-1	0	-5	-4	-0.9	i	-0.7
CCN1C(=O)[C@H]2[C@@H](c3ccc(C)cc3)N3C(=O)N(c4cccc(Cl)c4)C(=O)[C@@]3(Cc3ccc(Cl)cc3)[C@H]2C1=O	2	-4	-6	-11	-1	-1	6	-0.2	i	1.1
CCn1c(COc2ccccc2C(N)=O)nc2ccccc21	3	-2	0	-4	0	6	8	0.1	i	-2.0
Cc1cccc(C2Nc3ccccc3C(=O)N2c2ccccc2)n1 (centres undefined)	4	-10	3	0	1	-1	0	-0.2	nt	-1.8
CNC(=O)CS(=O)CC(=O)Nc1cc(OCCOC)c(Cl)cc1Cl (centres undefined)	-6	3	6	-5	-1	0	9	0.3	i	-0.5
O=C(O)c1cc(=O)[nH]c2ccc(S(=O)(=O)Nc3ccc(F)cc3)cc12	-3	4	2	-1	7	-2	-11	-1.5	i	-0.7
O=C(c1cccs1)c1no[n+]([O-])c1C(=O)c1cccs1	1	-9	13	-9	64*	33	-6	0.3	i	0.2
Cn1c(C(=O)N2CCN(c3cccc(C(F)(F)F)c3)CC2)cc2sccc21	-9	-6	0	-11	-8	2	6	-0.2	i	4.1
CN(c1ccccc1)S(=O)(=O)c1cccc(C(=O)Nc2ccc(N3CCOCC3)cc2)c1	7	0	1	7	-5	1	9	-0.2	i	1.1
CCc1nc2ccc(C(=O)NCc3ccccc3)cc2nc1CC	-1	1	-5	-6	-10	-1	-5	0.7	i	-0.3
CCOc1ccc(N2CC(C(=O)NCc3ccco3)CC2=O)cc1 (centres undefined)	-4	2	-1	-4	1	0	-5	-0.5	i	0.7
CCCNC(=S)NNC(=O)c1cccs1	-1	4	2	-12	0	-2	0	-0.7	i	-1.7
COc1cc(OC)c2c(-c3ccccc3)cc(=O)oc2c1C(CCN1CCCC1)c1ccc2c(c1)OCO2 (centres undefined)	17	-11	-39	12	-2	2	3	-0.1	i	7.6

Four compounds out of the list, ordered by length of the SMILES, high to low:
SMILES	NadD block	CendR NRP1 mod	SUMO1-SIM PPI	Scp-1 inhibitor	DNMT1 block	STEP block	SKN-1 inh	TbMetRS inhib	Neddyl block	LMPTP block
O=C(O)c1cc(=O)[nH]c2ccc(S(=O)(=O)Nc3ccc(F)cc3)cc12	-3	4	2	-1	7	-2	-11	-1.5	i	-0.7
COc1ccc(OC)c(NC(=O)C2CC(=O)N(c3ccc(Br)cc3)C2)c1 (centres undefined)	-10	26*	1	-18	3	-2	-30	-1.2	i	-1.8
Cc1cccc(C2Nc3ccccc3C(=O)N2c2ccccc2)n1 (centres undefined)	4	-10	3	0	1	-1	0	-0.2	nt	-1.8
CCCNC(=S)NNC(=O)c1cccs1	-1	4	2	-12	0	-2	0	-0.7	i	-1.7

(more compounds)
SMILES	NadD block	CendR NRP1 mod	SUMO1-SIM PPI	Scp-1 inhibitor	DNMT1 block	STEP block	SKN-1 inh	TbMetRS inhib	Neddyl block	LMPTP block
CCc1cccc(NC(=O)C2CCCN2S(=O)(=O)c2ccccc2C(F)(F)F)c1 (centres undefined)	0	-1	-2	-12	4	0	-1	0.5	i	1.3
COC(=O)c1ccc(CN(Cc2ccc(C(=O)OC)o2)C(C)(C)C)o1	0	-24	0	0	48	-4	-6	-0.5	i	-1.6
Cn1c(SCC(=O)N/N=C/c2cccnc2)nnc1-c1ccccc1	-3	-4	2	-9	5	-8	2	-0.6	i	0.2
COc1cccc(CNC(=O)CSc2nnc3c(n2)[nH]c2ccc(F)cc23)c1	-4	-5	-6	-10	-1	0	-9	1.4	i	-0.9
Cc1ccc(-c2cc(C(F)(F)F)c(C#N)c(SCC(=O)O)n2)cc1	1	4	-9	-7	-2	-3	12	0.0	i	-1.3
O=C(NCCCSc1ccccc1)c1ccc(=O)[nH]c1	0	12	1	-9	0	3	-3	0.0	i	-0.5
O=C(Nc1ccn(Cc2ccccc2F)n1)c1ccc(COc2cc(Cl)ccc2Cl)o1	-4	0	3	-11	-8	-2	20	-0.3	i	7.0
O=C(Nc1nc2c(ccc3ccccc32)s1)c1ccco1	-10	-3	-8	-6	1	-3	81*	-0.4	i	1.7
Cc1nn(-c2ccccc2)c(C)c1C(=O)NCc1cccs1	-3	-16	-2	-5	-2	-4	7	-0.5	i	0.8
Cc1cccc(S(=O)(=O)N(C)C[C@@H]2OCc3cn(nn3)CCCC(=O)N([C@@H](C)CO)C[C@H]2C)c1	1	-6	5	nt	8	-2	6	-1.0	i	5.1
CN(CC1COc2ccccc2O1)C(=O)CSc1ncccn1 (centres undefined)	-3	10	-1	-7	5	-4	8	-0.2	i	-0.2
CCOC(=O)CCC(NC(=O)c1ccccc1C(=O)NC(CCC(=O)OCC)C(=O)OCC)C(=O)OCC (centres undefined)	-5	-4	1	1	-7	0	4	-0.8	i	-0.4
